Screening data (PubChem BioAssay)
XiGFP reactiv: activators of inactive X chromosome reactivation, primary screen, imaging, XiGFP fibroblasts, GFP high-content imaging, set 2 | XiGFP mouse fibroblasts, % GFP-positive cells imaging, 3 d; cells co-treated with 5-aza-dC sensitizer; scaled so ellipticine positive control = 100% | activation, % at 7.58 µM | actives 0.055% (n = 360,000);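 active means mean normalized replicate activation at least 10% and every replicate at or above 10%; inconclusive means only one of the two criteria met; inactive means mean below 10% and not all replicates reach 10%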;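 further: 0% = median of on-plate neutral control wells and 100% = ellipticine 6 µM median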
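System: XiGFP fibroblasts, SV40-immortalized. Medium: DMEM plus 5-aza-dC sensitizer. Doses: single point. Timing: 3 d treatment, 15 min room-temperature fixation. Control set: ellipticine 6 µM.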
RAD54 inh: inhibitors of human RAD54 branch migration, primary screen, biochemical, fluorescence, single point. DNA repair and recombination protein RAD54-like (Homo sapiens), Q92698. RAD54 Holliday junction branch migration, FAM/BHQ fluorescence. inhibition, % at 10.4 µM. actives 0.14% (n = 360,000);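 active means mean normalized replicate activity at least 40 and at least half of replicates scoring 40 or more; inconclusive means only one of the two criteria met; inactive means mean below 40 and under half of replicates reaching 40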;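 further: 0% = median of neutral control wells and 100% = median of positive control wells; inhibitors cause a drop in the FAM fluorescence signal; in these data hits start at about 50%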
Target sequence (Q92698 whole entry, looked up): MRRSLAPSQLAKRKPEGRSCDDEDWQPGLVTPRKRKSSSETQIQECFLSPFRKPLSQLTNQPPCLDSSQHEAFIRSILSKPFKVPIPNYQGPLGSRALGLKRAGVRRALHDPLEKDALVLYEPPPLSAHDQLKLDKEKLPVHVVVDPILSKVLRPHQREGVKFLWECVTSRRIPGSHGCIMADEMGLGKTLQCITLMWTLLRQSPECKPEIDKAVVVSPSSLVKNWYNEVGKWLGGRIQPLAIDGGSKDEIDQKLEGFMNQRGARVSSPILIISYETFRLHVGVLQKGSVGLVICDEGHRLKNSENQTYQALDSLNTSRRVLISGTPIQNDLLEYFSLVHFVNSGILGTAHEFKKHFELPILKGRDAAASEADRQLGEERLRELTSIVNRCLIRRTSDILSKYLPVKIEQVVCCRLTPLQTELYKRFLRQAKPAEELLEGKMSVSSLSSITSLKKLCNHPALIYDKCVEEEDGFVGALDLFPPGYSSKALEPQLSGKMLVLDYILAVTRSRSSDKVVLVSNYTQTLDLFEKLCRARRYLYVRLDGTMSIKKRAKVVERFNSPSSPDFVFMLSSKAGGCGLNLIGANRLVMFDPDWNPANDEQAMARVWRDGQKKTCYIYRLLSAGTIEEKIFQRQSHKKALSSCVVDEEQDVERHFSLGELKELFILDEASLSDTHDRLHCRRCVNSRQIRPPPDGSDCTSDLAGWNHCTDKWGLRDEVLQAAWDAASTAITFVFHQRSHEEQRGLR
E-selectin induc: E-selectin induction in HUVECs, primary screen, imaging, HUVEC, immunofluorescence imaging, single point; P16581; normalized: neutral wells 0, TNF-alpha wells 100; activation, % at 7.58 µM; actives 0.37% (n = 260,000); AID 686992, 2013;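 active means mean E-selectin-positive cell signal at least 10% of the positive control, reached in at least 60% of replicates, without over 20% cell loss; inconclusive means no rule given, readout overlaps actives, possibly toxicity-flagged; inactive means the rest, including those meeting only one limit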;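 further: in these data hits start at about 27%; measured in HUVEC primary endothelial cells; signal is the percent of cells scored E-selectin positive by PE staining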
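Test system – human umbilical vein endothelial cells (HUVEC), E-selectin induction · Input – 3,000 HUVEC seeded per well · Buffer or medium – EGM-2, gelatin · Compound dosing – single-point compound dose · Detection – immunofluorescence imaging · Measure – percent E-selectin-positive cells · Controls – TNF-alpha high, DMSO low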
F508del corr: F508del CFTR correction, initial screen, CFBE line, single point; CFBE cells, YFP halide quenching; stimulated with forskolin plus potentiator P3; % fluorescence drop versus neutral controls; activity (quench increase), % at 7.58 µM; actives 0.36% (n = 350,000);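 active means mean added fluorescence quench of at least 8% versus neutral control, with both replicates also reaching 8%; inconclusive means only one of the mean or replicate conditions met; inactive means mean below 8% and not both replicates reaching 8%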;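 further: cells transiently co-express mutant CFTR-F508del with the halide-sensitive YFP; corrector assay measuring rescue of mutant channel to the surface after 24 h compound exposure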
INS-1E GSIS act: GLuc luminescence reporter in INS-1E cells, primary screen for activators of glucose-dependent secretion of insulin; actives 0.61% (n = 370,000); INS-1E GLuc reporter insulin secretion, 2-3 h; activation, % at 16.6 µM;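 active means lowest replicate activation of at least 40%, so every replicate reaches that level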;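 further: 0% = median of neutral control wells and 100% = median of IBMX positive control wells; some compounds called inactive have numbers as strong as hits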
RAD52 anneal inh: RAD52 DNA annealing inhibitors, primary screen, biochemical, FRET, single point, set 2; DNA repair protein RAD52 homolog (Homo sapiens), P43351; recombinant RAD52 DNA annealing, FRET fluorescence; inhibition, % at 18.7 µM; actives 0.46% (n = 360,000); AID 651710, 2012;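 active means every replicate showing at least 50% inhibition; inconclusive means mean inhibition at least 50% but not in every replicate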
CASP6 VEID inh: human caspase-6 inhibitors, primary screen, biochemical, VEID-R110 fluorescence, single point, set 2 | P55212 | purified caspase-6, Z-VEID-R110 cleavage fluorescence | inhibition, % at 12.5 µM | actives 0.53% (n = 350,000) | AID 686996, 2013;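 active means mean inhibition across replicates at least about 35%, with every replicate also reaching that limit, limit read from the data; inconclusive means only one of the two criteria met; inactive means neither criterion met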;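 further: 0% = median of neutral control wells and 100% = no fluorescence left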
Target sequence (P55212 24-179 limits assumed): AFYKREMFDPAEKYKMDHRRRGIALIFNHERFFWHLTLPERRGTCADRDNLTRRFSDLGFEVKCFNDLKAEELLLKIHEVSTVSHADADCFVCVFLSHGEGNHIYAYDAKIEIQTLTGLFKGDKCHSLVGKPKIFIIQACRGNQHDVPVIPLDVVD
Target sequence (P55212 194-293 limits assumed): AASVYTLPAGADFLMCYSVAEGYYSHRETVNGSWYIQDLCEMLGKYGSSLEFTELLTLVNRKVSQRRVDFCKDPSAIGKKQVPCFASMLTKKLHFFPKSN
DENV2 CPE rescue: inhibitors of DENV2 cytopathic effect, primary screen, cell-based, plate reader, single concentration. DENV2-infected cells, cytopathic effect rescue. CPE inhibition, % at 9.99 µM. actives 1.7% (n = 350,000). AID 651640, 2012; in the data active means CPE inhibition above about 20%, passing the limit was not always enough; inconclusive means no clear call, values can overlap the other calls; tested in BHK-21 cells;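 further: 0% = median of neutral control wells and 100% = median of positive control wells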
* = called active by the depositor; ? = inconclusive; / = no result given; & = joins results of further samples.

Under each structure: XiGFP reactiv	RAD54 inh	E-selectin induc	F508del corr	INS-1E GSIS act	RAD52 anneal inh	CASP6 VEID inh	DENV2 CPE rescue
CCCCCCCCN1C(=O)[C@H](CC(=O)NCc2cccs2)C[C@@]2(C(=O)OC)CCCCC=C12
    0.4	/	0.0	1.3	-46	0	2	1
CCCNC(=O)N1C[C@@H]2[C@H](c3ccccc31)[C@@H](CO)N2C(=O)Nc1ccc(F)cc1
    0.0	-1	-0.1	-3.4	-5	3	-1	13
C[C@@H]1CN([C@@H](C)CO)C(=O)c2cccc(NC(=O)C3CCCCC3)c2O[C@@H]1CN(C)Cc1ccc(Cl)c(Cl)c1
    -0.2&0.0	-2&-2	0.0&-0.2	-1.7&-2.8	-30&-42	-8&-43	-3&3	0&-5
CCOc1cc(N2CCOCC2)c(OCC)cc1NC(=O)COC(=O)CCn1c(C)csc1=O
    -0.2	-6	2.5	-2.4	7	-12	2	-7
O=C(CCCn1ncn2c(cc3occc32)c1=O)NCc1cccc(Cl)c1
    -0.1	8	/	-0.2	9	-26	0	0
COC(=O)C(/C=N/O)NC(=O)c1ccccc1 (stereo not given)
    0.0	/	/	0.4	6	-3	1	6
CCOc1ccc(NC(=O)CSc2ncc(-c3ccc(F)cc3)n2Cc2ccco2)cc1
    0.1	/	3.3	5.0	-28	-15	-1	-3
COCCCNC(=S)Nc1ccc2nc3n(c(=O)c2c1)CCCCC3
    0.1	/	/	2.5	0	-3	0	?
O=C(NNC(=S)NCc1ccco1)c1ccccc1Br
    0.0	-4	-0.3	-1.6	8	-11	0	8
CCC(C)NCCC(=O)Nc1ccc(Cl)c(S(=O)(=O)Nc2ccc(Cl)cc2)c1 (stereo not given)
    0.1	/	/	3.6	-16	17	3	9
CC1(C)OC(=O)C(=CNc2ccccn2)C(=O)O1
    0.0	-2	/	2.2	/	-12	-1	6
CN(CC(=O)O)S(=O)(=O)c1ccc2c(c1)n(C)c(=O)c(=O)n2C
    0.0	/	0.1	-3.5	/	1	-3	6
O=C(C[C@H]1C[C@H]2c3cc(NC(=O)NC4CCCC4)ccc3O[C@H]2[C@H](CO)O1)NCCc1ccccc1
    0.1	5	0.2	-0.9	20	19	-1	2
C[C@@H](O)C#Cc1ccc([C@H]2[C@H](CO)N3CCCCN(S(=O)(=O)Cc4ccccc4)C[C@@H]23)cc1
    0.4	-3	0.3	3.6	1	14	0	-6
C[C@@H]1CCCCO[C@@H](CN(C)Cc2ccncc2)[C@H](C)CN([C@@H](C)CO)C(=O)c2cc(NC(=O)Nc3ccc4c(c3)OCO4)ccc2O1
    0.0	2	-0.1	-0.7	-15	19	0	-2
Cc1n[nH]c2ccc(Br)cc2c1=O
    0.5	11	-0.1	1.4	4	-9	4	8
COc1ccc(CNC(=O)CN(c2ccccc2)S(=O)(=O)c2ccccc2[N+](=O)[O-])cc1
    0.0	0	/	1.1	0	-13	2	11
CCCNC(=O)C[C@@H]1C[C@H]2c3cc(NC(=O)C4CCOCC4)ccc3O[C@H]2[C@H](CO)O1
    0.2	-1	0.2	2.5	-7	0	1	5
C/C=C/c1ccc2c(c1)O[C@H](CN(C)Cc1cncnc1)[C@@H](C)CN([C@H](C)CO)S2(=O)=O
    -0.4	-7	-0.5	-1.3	12	7	/	/
CC(OC(=O)c1ccc(Br)o1)C(=O)Nc1ccc2c(c1)OCCO2 (stereo not given)
    0.2	2	-0.7	3.3	6	-17	3	4

In the list so far, these contain a Cl atom:
Under each structure: XiGFP reactiv	RAD54 inh	E-selectin induc	F508del corr	INS-1E GSIS act	RAD52 anneal inh	CASP6 VEID inh	DENV2 CPE rescue
C[C@@H]1CN([C@@H](C)CO)C(=O)c2cccc(NC(=O)C3CCCCC3)c2O[C@@H]1CN(C)Cc1ccc(Cl)c(Cl)c1
    -0.2&0.0	-2&-2	0.0&-0.2	-1.7&-2.8	-30&-42	-8&-43	-3&3	0&-5
O=C(CCCn1ncn2c(cc3occc32)c1=O)NCc1cccc(Cl)c1
    -0.1	8	/	-0.2	9	-26	0	0
CCC(C)NCCC(=O)Nc1ccc(Cl)c(S(=O)(=O)Nc2ccc(Cl)cc2)c1 (stereo not given)
    0.1	/	/	3.6	-16	17	3	9

(cont.)
Under each structure: XiGFP reactiv	RAD54 inh	E-selectin induc	F508del corr	INS-1E GSIS act	RAD52 anneal inh	CASP6 VEID inh	DENV2 CPE rescue
Cc1ccc(NC(=O)CCS(=O)(=O)c2ccc(Br)s2)cc1
    -0.1	-5	/	2.7	0	-12	1	10
COc1ccc(S(=O)(=O)CC2(O)CCN(C(=O)CC(C)C)CC2)cc1
    0.0	-5	2.7	-1.6	19	-16	2	/
CCC(=O)N1[C@H](CO)[C@H]2c3ccccc3N(C(=O)NC(C)C)C[C@H]21
    0.1	8	0.1	1.8	3	-3	-1	-3
C[C@H](CO)N1C[C@H](C)[C@H](CN(C)C(=O)CCCN(C)C)OCCCC[C@H](C)Oc2ccc(NC(=O)CCC(F)(F)F)cc2C1=O
    -0.5	5	2.2	0.6	11	-2	0	1
O=C(C[C@H]1C[C@@H]2c3cc(NC(=O)NC4CCCC4)ccc3O[C@@H]2[C@H](CO)O1)NC1CCCC1
    0.2	2	-0.6	-2.9	5	-5	-1	-8
C[C@@H]1CCCCO[C@@H](CN(C)S(=O)(=O)c2ccccc2)[C@H](C)CN([C@H](C)CO)C(=O)c2cc(NS(=O)(=O)c3ccc(F)cc3)ccc2O1
    0.3	1	0.2	0.7	-47	-18	-2	2
Cc1ccc(C2=NOC(C)(c3nnc(Cc4ccccc4)o3)C2)cc1 (stereo not given)
    0.8	1	0.0	1.7	-1	-5	1	-8
C[C@H](CO)N1C[C@H](C)[C@@H](CN(C)Cc2ccc(C(=O)Nc3ccccc3N)cc2)Oc2ccc(NS(C)(=O)=O)cc2C1=O
    -1.2	4	/	1.7	8	-7	-3	2
O=C(CCn1nc(-c2ccccc2)ccc1=O)N1CCCC1
    0.0	1	/	0.0	10	-3	-2	13
CC(=O)N/N=C\c1ccccc1OC/C=C/c1ccccc1
    0.1	-2	/	-4.1	4	-10	-5	-3
CCOc1cc(Br)c(CC(=O)O)cc1OCC
    1.4	6	/	-2.0	26	-14	-1	0
O=C1CCc2cc(NS(=O)(=O)c3ccc(F)cc3)cc3c2N1CCC3
    0.4	-9	0.2	1.9	-5	-10	2	14
COc1cc(C(=O)Nc2ccncc2)c([N+](=O)[O-])cc1OC
    0.8	/	/	2.1	4	-19	-3	15
CCN1C(=O)[C@H]2[C@@H](c3ccc(-c4ccc(C(C)=O)cc4)cc3)N[C@@](Cc3ccccc3)(C(=O)OC)[C@H]2C1=O
    0.0	-4	-0.1	2.9	-8	-8	2	-6
O=C(NCC[C@H]1CC[C@@H](NS(=O)(=O)Cc2ccccc2)[C@H](CO)O1)C1CCC1
    -0.3	-3	-0.7	1.1	-9	-19	/	-1
COc1cc(/C=N/NC(=O)CCN2CCN(C(c3ccccc3)c3ccccc3)CC2)ccc1O
    0.2	/	-0.2	-3.9	-25	-14	-2	-6
COc1cc(OC)cc(-c2noc(-c3csc([C@@H]4O[C@H](CO)[C@H](O)[C@H](O)[C@H]4O)n3)n2)c1
    0.1	3	-1.9	-0.1	17	-5	3	11
COCC(=O)Nc1ccc2c(c1)OC[C@H](C)N(C)C[C@@H](C)[C@H](OC)CN(C)C2=O
    0.5	-1	0.0	-0.9	8	21	2	-4
S=C(NCc1ccco1)Nc1cc(Cl)c(Cl)cc1Cl
    -0.1	3	-0.2	/	/	-15	2	-2
COc1cccc(C(=O)Nc2ccc3c(c2)C(=O)N(C)C[C@H](OC)[C@@H](C)CN(C(=O)C2CCCC2)[C@H](C)CO3)c1
    0.0	3	0.0	0.4	-15	6	0	6
C[C@@H]1CN([C@H](C)CO)C(=O)c2cc(NC(=O)NC3CCCCC3)ccc2O[C@@H](C)CCCCO[C@@H]1CN(C)Cc1ccc2c(c1)OCO2
    0.3	2	-0.1	-0.9	-23	26	-1	-9
CNC[C@@H]1OCCCC[C@H](C)Oc2ccc(NS(=O)(=O)c3ccccc3)cc2C(=O)N([C@@H](C)CO)C[C@@H]1C
    -0.7	-7	-0.1	-1.6	14	-3	0	-5
COc1ccc(N2CCN(C(=O)c3cc(=O)[nH]c4ccccc34)CC2)cc1
    0.2	/	/	2.3	11	-13	6	-4
Cc1ccc(S(=O)(=O)N(C)C[C@H]2OCCCC[C@H](C)Oc3ccc(NC(=O)Nc4c(C)noc4C)cc3C(=O)N([C@H](C)CO)C[C@@H]2C)cc1
    -0.1	5	/	0.2	1	-17	-2	13
O=C(NN1C(=O)C2C3CCC(O3)C2C1=O)c1ccc(Br)o1 (stereo not given)
    -0.1	-5	/	-2.0	-3	-10	-2	13
Cc1ccccc1S(=O)(=O)N[C@@H]1CC[C@@H](CCn2cc(-c3ccc(F)cc3)nn2)O[C@H]1CO
    0.0	-1	-0.6	0.8	-19	-9	3	7
Cc1ccc(S(=O)(=O)N2CCOCC2)cc1NC(=O)CSc1nnnn1C1CC1
    0.0	-4	0.2	-3.7	-7	-13	-3	16
O=C(NC(=S)NNC(=O)c1ccccc1O)c1cccs1
    0.0	7	/	1.4	1	-24	6	1
O=C(c1ccccc1)N1[C@@H](CO)[C@@H](c2ccccc2)C12CN(CCC(F)(F)F)C2
    0.0	/	0.1	0.7	-11	-13	-3	1
CC1=NNC(=O)/C1=C\c1cn(-c2ccccc2)nc1-c1ccccc1
    2.4	/	2.9	-4.1	-4	14	/	-1
COc1cc(CNC(=O)Nc2nnc([C@@H]3C[C@H](O)[C@@H](CO)O3)s2)cc(OC)c1OC
    0.2	-14	-0.1	-1.2	-5	7	0	-4
Fc1ccc2[nH]c3c(c2c1)CN(C(=S)NCc1ccccc1)CC3
    0.5	/	0.1	-4.1	-32	-44	-3	-6
COc1cccc(-n2c(SCC(=O)Nc3cc(C)on3)nc3c([nH]c4ccccc43)c2=O)c1
    0.5	6	0.4	1.7	9	-1	0	1
Oc1c(CN2CCCC2)cc(COCc2ccccc2)c2cccnc12
    0.2	5	/	-0.9	/	21	-2	?
CC(C)CCNC(=O)/C=C/c1ccc(Br)cc1
    0.1	8	/	/	/	-8	6	11
Cc1ccc(-c2ccc([C@@H]3[C@@H](CO)N4C(=O)CN(C(=O)Nc5cccc(F)c5)C[C@@H]34)cc2)cc1
    0.2	/	0.2	4.7	177	-18	0	3

This is a random part of the collection. About 3.7% of those tested had a hit in this group.
